Screening results from PubChem BioAssay.
MT stabilize HCS – microtubule stabilization, imaging screen. HeLa tubulin immunostaining HCS, 24 h; share of cells brighter than vehicle mean+2SD. % tubulin-high responders, % at 10 µM. actives 0.83% (n = 200,000). AID 2205;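 active = plate Z-score above 3 for both tubulin-high and condensed-nucleus cell shares, with cell loss under 80%, at 10 µM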;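 note: anti alpha tubulin signal scored within the nucleus-defined area of each cell; some results filed as inactive read as strong as hits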
T cell modulator – T cell immune modulation candidate; calls only at 7 µM; 2C CD8+ T cell-vesicle binding, flow cytometry; stronger effect = lower value; actives 0.068% (n = 330,000); AID 2052;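 active = response, share of CD8 T cells binding vesicles, and their 90th percentile fluorescence all below set limits, cut at about 80% in these data, passing the limit was not always enough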
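incubation = binding step 1.5 h, 37 °C, antibody labelling 20 min, ice | test system = 2C mouse CD8+ T cells | read-out basis = percent CD8+ FL2 mean versus row control | controls = Peptide-free naked vesicles (low) and QL9 vesicles with 0.7% DMSO vehicle (high) | detection = flow cytometry of vesicle-bound cells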
TNAP activators – human TNAP enzyme activators, primary screen, biochemical, luminescent, no phosphate acceptor, uHTS (AID 1001); actives 0.03% (n = 200,000); purified TNAP, luminescent activation assay, no phosphate acceptor; higher activation fold means a stronger effect; activation fold at 20 µM, or EC50 in µM where a hit was titrated; in the data active = activation fold from about 3, or a potency from the dose series; inactive = the rest, 99 in 100 with activation fold below about 1.6; note: many of its hits are not listed in these tables
human PMI inhibitors – human PMI inhibitors, high substrate, primary screen, biochemical, fluorescence intensity, high mannose 6-phosphate (AID 1220). recombinant PMI enzyme, coupled fluorescence intensity; higher % means a stronger effect. inhibition, % at 20 µM, or IC50 in µM where a hit was titrated. actives 0.66% (n = 190,000)
PMI inhibitors – MPI enzyme activity inhibition – biochemical, fluorescence intensity, coupled assay, primary screen (AID 1209); actives 0.42% (n = 190,000); inhibition, % at 20 µM, or IC50 in µM where a hit was titrated; purified PMI enzyme, coupled fluorescence intensity; higher % means a stronger effect;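 note: plate controls were DMSO vehicle for no effect and wells lacking substrate for full effect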
Hep lipid drop – modulators of hepatic lipid droplet formation; AML12 mouse hepatocytes, oleate lipid droplets, BODIPY imaging; inhibition, % at 6.5 µM; actives 0.4% (n = 240,000);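 active = lipid droplet intensity inhibited by at least 50%, with more than 500 cells counted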
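Assay system: AML12 mouse liver cells | Compound: 6.5 µM single-point dosing | Schedule: Overnight exposure | Technique: Fluorescence imaging, 20x objective, two fields per well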
bCat nuc transl – modulators of beta-catenin nuclear translocation; HeLa beta-catenin nuclear translocation, immunofluorescence imaging; nuclear translocation activity, % at 5 µM; actives 0.3% (n = 190,000);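 active = nuclear translocation activity above 50% at 5 µM, with a well cell count of 50 or more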;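 note: per-cell ratio of nuclear to cytoplasmic median beta-catenin stain intensity; plate controls were DMSO negative control for no effect and GSK-3 inhibitor IX positive control for full effect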
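Test system: human HeLa cells, endogenous beta-catenin. Times: 24 h compound exposure, 37°C. Measured by: beta-catenin immunofluorescence imaging with DAPI.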
Insulin prom up – MIN6 insulin promoter up-regulation | MIN6 insulin promoter-GFP reporter, high-content imaging; stronger effect = higher value | z-score at 5 µM | actives 0.3% (n = 190,000);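 active = z-score above 3 at 5 µM with at least 500 cells counted in the well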
Autophagy HCS – alters autophagy in cells. MEF GFP-LC3 puncta imaging; test concentration mostly 10 µM. calls only at 10 µM (by protocol). actives 0.98% (n = 190,000);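 active = percentage of spot-positive cells more than 3 SD above its plate mean, without a fluorescence outlier flag or 80% toxicity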;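 note: spot-positive cell cutoff set from DMSO-treated cells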
Insulin prom up cell count – further read-out of Insulin prom up, marked with its call; cell count; measured here: cytotoxicity, nuclei count;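 total cells summed across four imaged fields per well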
Hep lipid drop cells 6.5 µM – recorded beside Hep lipid drop, whose call it bears; cell count; measured here: cell count, cytotoxicity flag;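 cells counted across two imaged fields per well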
bCat nuc transl cell count 5 µM – recorded beside bCat nuc transl, whose call it bears; cell count; measured here: cell count, cytotoxicity flag
T cell modulator vesicle-bound % – further read-out of T cell modulator, marked with its call; double positive events, %; measured here: CD8+ vesicle-bound cell fraction;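 binding gate set so that unloaded-vesicle control wells show 10% double positive cells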
MT stabilize HCS Hoechst-high % – further read-out of MT stabilize HCS, marked with its call; % Hoechst-high responders; measured here: nuclear condensation Hoechst responders;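 share of cells brighter than vehicle mean plus two SD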
MT stabilize HCS cytotoxicity % – also measured in MT stabilize HCS; calls as there; toxicity, %; measured here: cytotoxicity by cell density;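 0% = mean cell density of plate MIN control wells and 100% = no cells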
Autophagy HCS cell loss 18 h – further read-out of Autophagy HCS, marked with its call; toxicity, %; measured here: cell loss, nuclei count;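 cell loss after 18 h compound exposure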
An asterisk follows results filed as active; i = inactive; nt = no result given. Cut-off read from the data, not from the text of the source, unless noted: active = inhibition above about 50%; inactive = the rest.

Compound | MT stabilize HCS | MT stabilize HCS Hoechst-high % | MT stabilize HCS cytotoxicity % | T cell modulator | T cell modulator vesicle-bound % | TNAP activators | human PMI inhibitors | PMI inhibitors | Hep lipid drop | Hep lipid drop cells 6.5 µM | bCat nuc transl | bCat nuc transl cell count 5 µM | Insulin prom up | Insulin prom up cell count | Autophagy HCS | Autophagy HCS cell loss 18 h
Cc1sc2nc(SCC(=O)c3cccs3)n(Cc3ccco3)c(=O)c2c1C | 4.1 | 2.3 | 7.6 | i | 8 | 1 | 3% | 3% | 5 | 723 | nt | nt | -0.62 | 1352 | i | -2
Cc1ccc(C2=NN(C(=O)CCC(=O)O)C(c3cn(-c4ccccc4)nc3-c3ccc(C)cc3)C2)cc1 (stereo not given) | 4.6 | 1.4 | 8.1 | i | 60 | 1 | 31% | 8% | 5 | 730 | 0.6 | 1070 | nt | nt | i | -34
O=C(CN1CCCCCC1)NCc1ccccc1 | 4.8 | 3.4 | 25 | i | 25 | 1 | 2% | 3% | 2 | 780 | -1.3 | 1052 | 0.97 | 1699 | i | 11
O=C(Nc1ccc(N2CCCC2)c(Cl)c1)c1ccccc1[N+](=O)[O-] | 1.2 | 2.3 | 8.5 | i | 46 | 1.1 | -14% | -4% | 4 | 547 | -1.9 | 1075 | -0.31 | 1426 | i | -5
Cc1nnc(SCC(=O)N2CCCCCC2)n(N)c1=O | 2.9 | 3.0 | 5.4 | i | 24 | 1.1 | 2% | 2% | -2 | 701 | -0.2 | 1049 | 2 | 989 | i | 9
CC(C)C[C@H](NC(=O)c1nc[nH]c1C(=O)NCc1ccccc1)C(=O)OCc1ccccc1 | 3.6 | 1.3 | 8.8 | i | 17 | 1.1 | 18% | 22% | -12 | 687 | -1.4 | 1144 | -0.17 | 1457 | i | -12
COc1ccc(CN2CCNC(=O)C2CC(=O)NCc2ccc(C)s2)c(OC)c1 (stereo not given) | 2.8 | 1.9 | 4.7 | i | 57 | 1.1 | 17% | -2% | -9 | 762 | 0.6 | 989 | nt | nt | i | -13
COc1ccccc1NC(=O)N1CCC(c2nc3ccccc3o2)CC1 | 2.1 | 1.8 | 9.5 | i | 23 | 1.1 | -8% | -12% | -15 | 747 | -1.1 | 1053 | 0 | 1195 | i | -1
CCCCN1C(=O)CC(Nc2ccc(CC)cc2)C1=O (stereo not given) | 2.5 | 1.9 | 1.3 | i | 22 | 1.1 | 17% | 15% | -4 | 686 | -1.0 | 1042 | 0.07 | 1820 | i | -1
COc1ccc(CCNC(=O)CC(NS(=O)(=O)c2ccc(NC(C)=O)cc2)C(C)C)cc1OC (stereo not given) | 6.1 | 2.2 | 8.1 | i | 54 | 1 | -6% | -13% | nt | nt | nt | nt | nt | nt | i | 6
COc1ccc2c(CC(=O)Nc3ccc(OC)c(S(=O)(=O)N4CCOCC4)c3)coc2c1 | 2.4 | 1.9 | 9.8 | i | 34 | 1 | 14% | 20% | -10 | 545 | 1.4 | 1116 | -0.21 | 1502 | i | 6
CC(C)c1[nH]c(=O)c(C#N)c2c1COC(C)(C)C2 | 5.7 | 1.5 | 5.7 | i | 34 | 1.1 | 14% | 16% | -11 | 601 | -1.3 | 1014 | 0.5 | 1801 | i | 3

A draw from above in order of molar mass, rising:
Compound | MT stabilize HCS | MT stabilize HCS Hoechst-high % | MT stabilize HCS cytotoxicity % | T cell modulator | T cell modulator vesicle-bound % | TNAP activators | human PMI inhibitors | PMI inhibitors | Hep lipid drop | Hep lipid drop cells 6.5 µM | bCat nuc transl | bCat nuc transl cell count 5 µM | Insulin prom up | Insulin prom up cell count | Autophagy HCS | Autophagy HCS cell loss 18 h
CC(C)c1[nH]c(=O)c(C#N)c2c1COC(C)(C)C2 | 5.7 | 1.5 | 5.7 | i | 34 | 1.1 | 14% | 16% | -11 | 601 | -1.3 | 1014 | 0.5 | 1801 | i | 3
CCCCN1C(=O)CC(Nc2ccc(CC)cc2)C1=O (stereo not given) | 2.5 | 1.9 | 1.3 | i | 22 | 1.1 | 17% | 15% | -4 | 686 | -1.0 | 1042 | 0.07 | 1820 | i | -1
Cc1nnc(SCC(=O)N2CCCCCC2)n(N)c1=O | 2.9 | 3.0 | 5.4 | i | 24 | 1.1 | 2% | 2% | -2 | 701 | -0.2 | 1049 | 2 | 989 | i | 9
O=C(Nc1ccc(N2CCCC2)c(Cl)c1)c1ccccc1[N+](=O)[O-] | 1.2 | 2.3 | 8.5 | i | 46 | 1.1 | -14% | -4% | 4 | 547 | -1.9 | 1075 | -0.31 | 1426 | i | -5
Cc1sc2nc(SCC(=O)c3cccs3)n(Cc3ccco3)c(=O)c2c1C | 4.1 | 2.3 | 7.6 | i | 8 | 1 | 3% | 3% | 5 | 723 | nt | nt | -0.62 | 1352 | i | -2
COc1ccc(CN2CCNC(=O)C2CC(=O)NCc2ccc(C)s2)c(OC)c1 (stereo not given) | 2.8 | 1.9 | 4.7 | i | 57 | 1.1 | 17% | -2% | -9 | 762 | 0.6 | 989 | nt | nt | i | -13
CC(C)C[C@H](NC(=O)c1nc[nH]c1C(=O)NCc1ccccc1)C(=O)OCc1ccccc1 | 3.6 | 1.3 | 8.8 | i | 17 | 1.1 | 18% | 22% | -12 | 687 | -1.4 | 1144 | -0.17 | 1457 | i | -12
COc1ccc2c(CC(=O)Nc3ccc(OC)c(S(=O)(=O)N4CCOCC4)c3)coc2c1 | 2.4 | 1.9 | 9.8 | i | 34 | 1 | 14% | 20% | -10 | 545 | 1.4 | 1116 | -0.21 | 1502 | i | 6
Cc1ccc(C2=NN(C(=O)CCC(=O)O)C(c3cn(-c4ccccc4)nc3-c3ccc(C)cc3)C2)cc1 (stereo not given) | 4.6 | 1.4 | 8.1 | i | 60 | 1 | 31% | 8% | 5 | 730 | 0.6 | 1070 | nt | nt | i | -34

Next compounds follow:
Compound | MT stabilize HCS | MT stabilize HCS Hoechst-high % | MT stabilize HCS cytotoxicity % | T cell modulator | T cell modulator vesicle-bound % | TNAP activators | human PMI inhibitors | PMI inhibitors | Hep lipid drop | Hep lipid drop cells 6.5 µM | bCat nuc transl | bCat nuc transl cell count 5 µM | Insulin prom up | Insulin prom up cell count | Autophagy HCS | Autophagy HCS cell loss 18 h
CCOC(=O)c1ccccc1NC(=S)N1CCN(C2CCCCC2)CC1 | 2.1 | 2.4 | 7.6 | i | 40 | 1 | 11% | 6% | 6 | 698 | 0.4 | 1016 | -0.42 | 1268 | i | 0
CCOC(=O)/C(O)=C(\C#N)c1nc2ccccc2[nH]1 | 3.8 | 2.7 | 11 | i | 8 | 1.1 | 28% | 0% | -3 | 698 | nt | nt | 0.27 | 1307 | i | 16
CC(C)CCN1CCN(Cc2cccn2-c2cccnc2)CC1CCO (stereo not given) | 0.9 | 1.1 | 0.1 | i | 4 | 1 | -6% | 0% | -7 | 696 | 0.6 | 1075 | nt | nt | i | 1
O=C(Nc1ccccc1NS(=O)(=O)c1ccc(F)cc1)C1CCC1 | 3.0 | 2.9 | 11 | i | 29 | 0.9 | -14% | -17% | 11 | 672 | -1.4 | 1026 | -0.09 | 1311 | i | 2
COc1ccc(CN(C(=O)CCC(=O)N2CCCCC2)c2nccs2)cc1OC | 3.7 | 1.1 | 5.7 | i | 64 | 1 | -2% | -8% | 12 | 572 | -0.6 | 1520 | 0.7 | 1423 | i | 19
C[n+]1ccc(/C=C/c2ccccc2O)c2ccccc21 | 4.9 | 2.3 | 3.5 | i | 56 | 0.6 | 13% | 12% | 4 | 729 | -1.0 | 1169 | -1.1 | 1258 | i | 8
Nc1nc2cc(S(=O)(=O)NC3=NCCCCC3)ccc2s1 | nt | nt | nt | i | 33 | nt | nt | nt | -2 | 742 | -0.5 | 1379 | 0.99 | 805 | nt | nt
CC1CN(C2=NC(=O)/C(=C/c3ccncc3)S2)CC(C)O1 (stereo not given) | nt | nt | nt | i | 12 | nt | nt | nt | 10 | 661 | -0.5 | 1342 | -0.41 | 1113 | nt | nt
CCOC(=O)c1c(N)nn(C(C)=O)c1-c1ccccc1 | 1.9 | 2.2 | 5.9 | i | 46 | 0.9 | 1% | 7% | 18 | 778 | -2.2 | 1160 | 1 | 941 | i | 3
CC(=O)N1N=C(N)SC12CCCC2 | 2.1 | 1.6 | 5.1 | i | 35 | 1.1 | -9% | -11% | 7 | 686 | -0.3 | 1075 | 0.1 | 1279 | i | -17
CC1=CC(C)(C)Nc2ccc(OS(=O)(=O)c3ccc(C)cc3)cc21 | 0.7 | 1.0 | 9.8 | i | 40 | 1 | 52%* | 38% | nt | nt | -2.9 | 765 | -0.36 | 808 | i | 2
CC(NC(=O)c1ccc([N+](=O)[O-])cc1[N+](=O)[O-])c1ccc(-c2ccccc2)cc1 (stereo not given) | 0.7 | 2.7 | 9.6 | i | 49 | 1.1 | 8% | 4% | 5 | 705 | 0.3 | 564 | 0.31 | 1331 | i | -44
COc1ccc(CCNS(=O)(=O)c2ccc(S(=O)(=O)N3CCCC3)cc2)cc1OC | 9.9 | 1.9 | 4.1 | i | 43 | 1 | 2% | 2% | nt | nt | -1.2 | 897 | 0.03 | 1258 | i | -1
S=c1[nH]nc(-c2ccncc2)n1Cc1ccco1 | 2.9 | 1.3 | 6.6 | i | 50 | 0.9 | -16% | -8% | -1 | 755 | 0.2 | 1018 | 2 | 1207 | i | -12
COC(=O)c1cccc([N+](=O)[O-])c1CS(=O)(=O)c1ccc(C)cc1 | 1.0 | 1.3 | 0.5 | i | 31 | 1.1 | 0% | 3% | -7 | 696 | -0.4 | 1082 | -0.88 | 1480 | i | 16
Cc1nn(-c2ccccc2)c2c1cc1c(=O)n(C)c(=O)nc-1n2-c1ccccc1F | nt | nt | nt | i | 36 | nt | nt | nt | -2 | 764 | -0.8 | 1335 | -0.33 | 1069 | nt | nt
Nc1nnc(SCC(=O)Nc2cccc(S(N)(=O)=O)c2)s1 | 5.3 | 2.6 | 5.6 | i | 54 | 0.8 | -9% | -8% | 1 | 655 | -3.7 | 1071 | 0.47 | 1279 | i | 9
COc1ccc(OC)c(NC(=O)COC(=O)c2ccc(S(=O)(=O)N3CCOCC3)cc2)c1 | 3.6 | 2.8 | 9.7 | i | 44 | 1.2 | 12% | 2% | nt | nt | -1.2 | 974 | 0.49 | 1241 | i | -50
